# Source: PubChem BioAssay (several laboratories)
# Scp-1 inhibitor – Scp-1 phosphatase inhibitors, primary screen, biochemical, colorimetric, uHTS; AID 493091, 2011; 340,000 compounds, 0.88% hits; inhibition, % at 20 µM; Recombinant Scp1, phosphopeptide, malachite green phosphate absorbance;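 active = inhibition above about 50% at 20 µM, limit read from the data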;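 also: plate controls were DMSO wells with enzyme for no effect and wells lacking enzyme for full effect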
# Target sequence (Q9GZU7 76-261 limits assumed): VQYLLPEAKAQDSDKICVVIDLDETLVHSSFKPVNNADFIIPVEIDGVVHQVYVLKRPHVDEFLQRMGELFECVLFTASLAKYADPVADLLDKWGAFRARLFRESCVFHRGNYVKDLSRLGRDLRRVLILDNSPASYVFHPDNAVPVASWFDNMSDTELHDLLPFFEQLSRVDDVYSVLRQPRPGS
#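 Incubation: 45 min enzyme reaction at room temperature / System: truncated SCP-1 phosphatase (76-261aa) / Reagent: Phospho 17-mer peptide substrate / Buffer or medium: Acidic Tris acetate buffer with magnesium and detergent / Signal: absorbance at 630 nm / Doses: one concentration, 20 µM, with 1.0% DMSO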
# STEP inh – STEP phosphatase inhibitors, primary screen, biochemical, fluorescence intensity, uHTS; inhibition, % at 20 µM; recombinant STEP, OMFP fluorogenic substrate; Tyrosine-protein phosphatase non-receptor type 5 (Homo sapiens), P54829; 360,000 compounds, 0.25% hits;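 active = inhibition at 20 µM, scaled per plate between control wells, above about 37%, limit read from the data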;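 also: 0% = DMSO with enzyme and substrate and 100% = substrate only without enzyme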
# Target sequence (P54829 whole entry, looked up): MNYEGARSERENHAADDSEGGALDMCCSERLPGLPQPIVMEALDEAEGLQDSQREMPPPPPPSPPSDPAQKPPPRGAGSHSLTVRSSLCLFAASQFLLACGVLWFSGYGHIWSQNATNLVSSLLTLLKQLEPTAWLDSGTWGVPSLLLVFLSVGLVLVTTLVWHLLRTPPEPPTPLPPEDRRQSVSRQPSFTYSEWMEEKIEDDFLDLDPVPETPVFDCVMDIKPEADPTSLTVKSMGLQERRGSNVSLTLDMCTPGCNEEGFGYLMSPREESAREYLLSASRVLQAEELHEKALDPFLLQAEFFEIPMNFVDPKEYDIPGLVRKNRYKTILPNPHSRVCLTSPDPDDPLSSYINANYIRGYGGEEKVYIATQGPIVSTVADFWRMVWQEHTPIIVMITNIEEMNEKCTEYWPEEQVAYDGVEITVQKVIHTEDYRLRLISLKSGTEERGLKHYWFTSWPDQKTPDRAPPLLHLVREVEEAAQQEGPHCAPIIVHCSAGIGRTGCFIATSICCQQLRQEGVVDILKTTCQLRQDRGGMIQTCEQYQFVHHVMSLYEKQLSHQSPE
#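 Measure: Control-normalized % inhibition with plate pattern correction | Test system: STEP phosphatase, cell-free reaction | Medium: pH 6.0 Bis-Tris with DTT and Tween 20 | Technique: Fluorescence, 480/540 nm | Times: Reaction 20 min, ambient temperature | Doses: Single compound dose of 20 µM, 1% DMSO final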
# CSN deneddyl inh – inhibitors of CSN-mediated cullin deneddylation, primary screen, biochemical, fluorescence polarization, uHTS. Purified CSN, SCF-Nedd8-OG deneddylation. COP9 signalosome complex subunit 5 (Homo sapiens), Q92905. 360,000 compounds, 0.38% hits. inhibition, % at 12.5 µM. AID 651999, 2013;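 active = pattern-corrected inhibition above about 35%, with an unprinted fluorescence ratio check between 0.5 and 1.5, limit read from the data, passing the limit was not always enough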;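 also: 0% = enzyme with substrate and 100% = substrate without enzyme; some results filed as inactive read as strong as hits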
#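 Test system: Human Csn5 produced in HEK293T cells | Compound: 12.5 µM single point | Times: 90 min, room temperature | Signal: Fluorescence polarization readout | Read-out basis: % inhibition of substrate cleavage by Csn5 | Controls: no-enzyme wells high, enzyme-with-substrate wells low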
# Rpn11 inh – Rpn11 (PSMD14) deubiquitinase inhibitors, primary screen, biochemical, fluorescence polarization, uHTS. 26S proteasome non-ATPase regulatory subunit 14 (Homo sapiens), O00487. human 26S proteasome, Ub4-pepOG fluorescence polarization; 20S core pre-blocked with epoxomicin. AID 588493, 2011. 360,000 compounds, 0.59% hits. calls only at 20 µM;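 active = inhibition at 20 µM, scaled to each plate's controls, above about 33%, limit read from the data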
# Target sequence (O00487 whole entry, looked up): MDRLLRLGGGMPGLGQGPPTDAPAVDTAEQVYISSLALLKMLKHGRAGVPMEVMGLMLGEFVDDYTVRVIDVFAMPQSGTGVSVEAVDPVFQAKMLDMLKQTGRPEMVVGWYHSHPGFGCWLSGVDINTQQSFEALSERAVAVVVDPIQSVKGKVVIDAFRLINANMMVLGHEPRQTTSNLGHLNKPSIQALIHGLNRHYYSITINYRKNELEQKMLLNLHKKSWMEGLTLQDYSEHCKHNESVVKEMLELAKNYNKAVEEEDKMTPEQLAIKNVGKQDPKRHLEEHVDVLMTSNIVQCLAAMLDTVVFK
# DNMT1 inh – human DNMT1 methyltransferase inhibitors, primary screen, biochemical, molecular beacon, fluorescence, HinP1I cleavage, uHTS; 360,000 compounds, 0.83% hits; inhibition (reported as % activation of signal), % at 10 µM; AID 588458, 2011; in the data active = inhibition above about 50%
# Rin1 Abl inh – inhibitors of Rin1-Abl protein binding, primary screen, biochemical, TR-FRET | Tyrosine-protein kinase ABL1 (Homo sapiens) + Ras and Rab interactor 1 (Homo sapiens), … | inhibition, % at 7.35 µM | 360,000 compounds, 0.4% hits | AID 588664, 2011; in the data active = inhibition above about 5%, passing the limit was not always enough
# LMPTP block – LMPTP phosphatase inhibitors, primary screen, biochemical, fluorescence intensity, uHTS; inhibition, % at 20 µM; 360,000 compounds, 0.22% hits; recombinant LMPTP-A, OMFP fluorogenic substrate; Low molecular weight phosphotyrosine protein phosphatase (Homo sapiens), P24666;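 active = compounds that cut the enzyme signal by at least half of the control window in the single-dose screen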;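 also: plate controls were DMSO wells with enzyme plus substrate for no effect and substrate without enzyme for full effect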
#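 Test system – LMPTP-A phosphatase enzyme · Quantity – 0.625 nM LMPTP-A final · Reagent – OMFP substrate, 400 µM final · Dosing – one test concentration per compound, 20 µM, with 3% DMSO overall · Timing – 50 min enzyme reaction at room temperature, protected from light · Detection – fluorescence intensity · Controls – substrate-only low control, DMSO enzyme-plus-substrate high control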
# NadD block – inhibitors of S. aureus NadD, primary screen, biochemical, colorimetric, uHTS | 360,000 compounds, 0.78% hits | purified NadD enzyme, colorimetric absorbance read-out | inhibition, % at 20 µM; in the data active = inhibition above about 26%; also: some compounds past the cut are filed as inactive
# SUMO1 PPI mod – modulators of SUMO1 protein-protein interactions, primary screen, biochemical, uHTS | Small ubiquitin-related modifier 1 (Homo sapiens), P63165 | SUMO1 binding to a labelled peptide, TR-FRET, 1 h | inhibition, % at 20 µM | 360,000 compounds, 0.33% hits | AID 602429, 2012; in the data active = inhibition above about 37%
# Neddylation inh – inhibitors of cullin neddylation, primary screen, biochemical, TR-FRET, uHTS, NAE and Ubc12. 360,000 compounds, 0.58% hits. calls only at 25 µM. NEDD8-conjugating enzyme Ubc12 (Homo sapiens) + NEDD8-activating enzyme E1 regulatory …. AID 651699, 2012; in the data active = inhibition above about 36%
# Starred values were filed as active, the others as inactive; i = inactive; x = no result given; + = active, no number.
SMILES,Scp-1 inhibitor,STEP inh,CSN deneddyl inh,Rpn11 inh,DNMT1 inh,Rin1 Abl inh,LMPTP block,NadD block,SUMO1 PPI mod,Neddylation inh
CCCS(=O)(=O)N1CCCC(C(=O)NCCCN2CCN(c3cccc(Cl)c3)CC2)C1 (stereo not given),0,2,-6,i,1,4,-2.3,-3,-3,i
CCCC(C)NC(=O)COc1ccc(S(=O)(=O)N2CCCC2)cc1 (stereo not given),-1,1,2,i,-1,5,0.3,1,0,i
O=S(=O)(c1ccccc1)N1CCN(c2nnc(-c3ccccc3)c3ccccc23)CC1,9,5,1,i,0,0,5.9,9,12,i
CCOc1ccc(NC(=O)CCN2CCN(S(=O)(=O)c3ccc(Cl)cc3)CC2)cc1,7,1,2,i,-4,3,-0.4,-5,0,i
O=C(COC(=O)Cc1ccc(S(=O)(=O)N2CCOCC2)s1)NCc1ccc(Cl)cc1,13,3,6,i,-7,-2,0.8,3,-1,i
COc1ccc(N2C(=O)CC(N3CCCCC3)C2=O)cc1 (stereo not given),-8,1,-2,i,1,3,-0.5,3,2,i
Cc1cc(Br)ccc1SCC(=O)OCC(=O)NCc1ccco1,75*,7,23,i,82*,2,5.8,-2,19,i
COCCN1C(=O)c2ccc(C(=O)Nc3cccnc3)cc2C1=O,-20,-1,0,i,-4,-2,-0.6,-7,-33,i
Cc1ccc(NC(=S)NNC(=O)Cn2nc(C(F)F)cc2C(F)F)cc1,-12,-5,2,i,-5,1,-1.0,-1,-2,i
Cc1cccc(NC(=O)/C(C#N)=C/c2cn(CC(=O)NCc3ccco3)c3ccccc23)c1,-7,5,-8,i,40,-1,1.0,8,0,x
O=C(CCCn1c(=O)[nH]c2cc(Cl)ccc2c1=O)NC1CCCCCC1,-5,-1,-1,i,0,-4,0.1,-6,-3,i
Cc1nn(-c2ccccc2)c(C)c1/C=N/N1CCN(c2ccccn2)CC1,-5,0,-10,i,-3,0,0.7,8,1,i
N#Cc1ccc(C(=O)Nc2cc(-c3ccccc3)nn2-c2ccccc2)cc1,-9,-1,-5,i,1,4,-0.1,-9,0,i
COCCCNC(=O)CN(c1ccc(Cl)c(Cl)c1)S(C)(=O)=O,0,0,0,i,-1,5,-2.3,1,-5,i
Cc1cc(C)n(-c2ccc(C(=O)OC(C)C(=O)Nc3ccc(C(N)=O)cc3)cc2)n1 (stereo not given),-1,-3,6,i,-5,2,-2.7,1,3,i
CN1CCN(C(=O)N2c3ccccc3CCc3ccccc32)CC1,-8,3,-4,i,0,0,-2.3,0,3,i
COc1ccccc1OCCOCCOc1ccc(C)cc1Br,-12,1,-5,i,-2,4,1.2,-6,3,i
CSc1ccc(/C=C(/NC(=O)c2ccc(C)cc2)C(=O)Nc2cccc(F)c2)cc1,-4,-3,6,i,38,-4,-2.0,20,1,x
O=C1NCCN/C1=C\C(=O)c1cccc(Br)c1,-8,1,-5,i,-3,-4,0.4,-2,-29,i
Cc1cc(=O)n2nc(N3CCCC(C(=O)NCc4ccccc4Cl)C3)sc2n1 (stereo not given),-6,1,-2,i,1,1,-0.1,-3,-2,i
CCCCOc1ccc(-c2ncc(Cl)cn2)cc1,-4,3,1,i,2,1,-0.5,-1,0,i
O=C(NC1CCCCC1)C1CCCN1S(=O)(=O)c1cccc2nsnc12 (stereo not given),-3,-2,-2,i,2,0,-0.8,8,-32,i
COc1ccc(/C=N/n2cnnc2)cc1Br,0,-4,5,i,4,-6,-0.7,-3,-10,i
Cc1cc(S(=O)(=O)NCc2ccccc2)ccc1OCC(=O)N1CCOCC1,-7,0,-4,i,-2,6,-0.8,-7,2,i
CC(C)S(=O)(=O)c1nsc2nc(=O)c(/C=C3\C=Nc4ccccc43)c(N)n12,-2,-2,-2,i,-3,-2,2.2,2,4,i

# (further entries)
SMILES,Scp-1 inhibitor,STEP inh,CSN deneddyl inh,Rpn11 inh,DNMT1 inh,Rin1 Abl inh,LMPTP block,NadD block,SUMO1 PPI mod,Neddylation inh
O=c1cc(-c2ccccc2)nc(SCc2ccc(Cl)cc2)[nH]1,3,-2,1,i,5,0,0.1,5,2,i
CC(C)(C)C(c1nc2ccccc2[nH]1)n1c(-c2cc(Cl)cc(Cl)c2)nc2ccccc21 (stereo not given),x,x,5,x,x,x,23,x,2,i
Cc1nn(CC(=O)N2CCN(C(=O)c3ccco3)CC2)c(C)c1[N+](=O)[O-],8,7,4,i,0,0,-1.3,0,1,i
O=C(NCCc1ccccc1)c1ccc(S(=O)(=O)N2CCCC2)cc1,2,0,-2,i,-3,-2,-0.5,12,-2,i
COc1cc(Cl)c(C)cc1NC(=O)CSc1sc2c(O)cc(=O)[nH]c2c1C#N,65*,16,22,+,44,3,35,42*,23,i
Cc1ccc2[nH]c3c(c2c1)CN(C(=O)CN1CC(C)OC(C)C1)CC3 (stereo not given),-15,-7,18,i,-14,-4,0.0,-6,2,i
O=C(O)CC1S/C(=N\N=C2CCCCCC2)N(c2ccccc2)C1=O (stereo not given),7,0,0,i,3,2,-0.3,2,-4,i
NS(=O)(=O)c1ccc(NS(=O)(=O)c2cccs2)cc1,-6,0,3,i,1,0,-1.6,1,8,i
COc1cc2c(cc1OC)C(c1cccs1)N(C(=O)c1cccnc1)CC2 (stereo not given),-1,-2,4,i,0,0,0.4,-3,-1,i
O=C(c1ccc(Cn2cc(Br)cn2)cc1)N1CCN(c2ccccc2)CC1,-6,-1,-7,i,-5,-1,-0.7,-4,2,i
N#CCCCSc1nnc(-c2ccccn2)o1,-1,0,3,i,3,3,-0.5,1,-4,i
Cc1cccc(Cc2cnc(N3C(=N)SC(C)C3=O)s2)c1 (stereo not given),2,-3,3,i,2,-1,-0.1,1,6,i
Cc1ccc(S(=O)(=O)N=S(CC2CC2(Cl)Cl)CC2CC2(Cl)Cl)cc1 (stereo not given),-4,-3,-6,i,-2,0,-1.6,-11,0,i
CCN1CCN(S(=O)(=O)c2ccc(Cl)c(C(=O)NC(C)(C)C)c2)CC1,0,2,-5,i,2,0,-2.0,-1,2,i
COc1ccccc1NC(=O)Nc1nc(C(N)Cc2ccccc2)cs1 (stereo not given),x,5,0,i,-24,3,1.1,14,-1,i
CSCCC(NC(=O)c1ccccc1Cl)C(=O)NC1CCN(Cc2ccccc2)CC1 (stereo not given),-11,0,1,i,1,2,0.7,-3,2,i
COc1cccc(-n2c(=O)[nH]cc(C(=O)Nc3ccc4c(c3)OCCO4)c2=O)c1,-10,1,1,i,-3,1,-0.2,6,6,i
COc1ccc(C(=O)OCC(=O)Nc2ncc([N+](=O)[O-])s2)cc1OC,51*,17,30,i,99*,0,23,6,28,i
Cc1cccc(NC(=O)c2cc(NC(=O)c3ccccc3)ccc2N2CCCCC2)c1,-7,0,1,i,7,-1,1.9,32*,20,i
COc1ccc(CN(C(=O)c2ccc(CN3CCOCC3)o2)C(C(=O)NCC2CCCO2)c2ccc(F)cc2)cc1 (stereo not given),-4,-2,2,i,1,0,-1.2,-3,1,i
CCOC(=O)C1CCN(S(=O)(=O)c2cccc(-c3cn4cc(Cl)ccc4n3)c2)CC1,1,8,3,i,-3,-3,4.4,-3,2,i
CCCCN1C(=O)C(=O)N(c2ccccc2)C1=S,1,0,-1,i,8,-1,0.4,-7,-19,i
Brc1ccc(C2CC(c3ccccc3)=Nc3ccccc3N2)cc1 (stereo not given),1,4,3,i,-2,-3,2.2,12,-8,i
CC(O)CNCc1ccc(-c2ccccc2)cc1 (stereo not given),-4,-1,-8,i,4,-3,-1.5,-6,-7,i
O=C(COC(=O)c1cccnc1)c1ccc(Cl)cc1,-8,-4,2,i,0,0,-1.7,-1,3,i

# Some of the entries so far, with tabs:
Compound	Scp-1 inhibitor	STEP inh	CSN deneddyl inh	Rpn11 inh	DNMT1 inh	Rin1 Abl inh	LMPTP block	NadD block	SUMO1 PPI mod	Neddylation inh
CCOC(=O)C1CCN(S(=O)(=O)c2cccc(-c3cn4cc(Cl)ccc4n3)c2)CC1	1	8	3	i	-3	-3	4.4	-3	2	i
CCCCN1C(=O)C(=O)N(c2ccccc2)C1=S	1	0	-1	i	8	-1	0.4	-7	-19	i
Brc1ccc(C2CC(c3ccccc3)=Nc3ccccc3N2)cc1 (stereo not given)	1	4	3	i	-2	-3	2.2	12	-8	i
CC(O)CNCc1ccc(-c2ccccc2)cc1 (stereo not given)	-4	-1	-8	i	4	-3	-1.5	-6	-7	i
O=C(COC(=O)c1cccnc1)c1ccc(Cl)cc1	-8	-4	2	i	0	0	-1.7	-1	3	i

# Next part.
SMILES,Scp-1 inhibitor,STEP inh,CSN deneddyl inh,Rpn11 inh,DNMT1 inh,Rin1 Abl inh,LMPTP block,NadD block,SUMO1 PPI mod,Neddylation inh
COc1cc2cc(CN(CCCO)S(=O)(=O)c3ccccc3Cl)c(=O)[nH]c2cc1OC,-11,-1,1,i,-3,0,0.8,-3,8,i
FC(F)(F)c1cccc(N2CCN(c3ccc4nnc(-c5ccccc5)n4n3)CC2)c1,6,2,3,i,-12,0,0.2,4,3,i
CCC(C)Sc1ccc(-c2nc3ccc(C)cn3c2NCc2ccccc2)cc1OC (stereo not given),27,5,-1,i,-25,-3,16,3,-14,i
CCC(C)NC(=O)C1CCN(S(=O)(=O)c2cccc3cccnc23)CC1 (stereo not given),-6,-2,-1,i,2,2,-1.6,-6,6,i
Cc1cc(C)cc(NC(=O)Nc2ccc(S(=O)(=O)Nc3cc(C)on3)cc2)c1,-13,-2,0,i,1,4,1.9,-4,13,i
C=CCC[C@H](Cc1ccc(F)cc1)C(=O)OC[C@H](C)NC(=O)[C@H](CC=C)CC(=O)NCCO,4,10,-4,i,8,3,3.3,-5,3,i
COc1cc(C(C(=O)NC2CCCCC2)N(C(=O)Cc2c[nH]c3ccccc23)c2ccccc2C)cc(OC)c1OC (stereo not given),-10,0,-11,i,-9,0,2.1,11,4,i
